hcGAS inh = inhibitors of human cGAS; Q8N884; recombinant h-cGAS, ATP depletion, Kinase-Glo luminescence; inhibition, % at 12.5 µM; actives 0.081% (n = 290,000);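 further: 0% = vehicle reaction and 100% = reaction without DNA for no activity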
Target sequence (Q8N884 whole entry, looked up): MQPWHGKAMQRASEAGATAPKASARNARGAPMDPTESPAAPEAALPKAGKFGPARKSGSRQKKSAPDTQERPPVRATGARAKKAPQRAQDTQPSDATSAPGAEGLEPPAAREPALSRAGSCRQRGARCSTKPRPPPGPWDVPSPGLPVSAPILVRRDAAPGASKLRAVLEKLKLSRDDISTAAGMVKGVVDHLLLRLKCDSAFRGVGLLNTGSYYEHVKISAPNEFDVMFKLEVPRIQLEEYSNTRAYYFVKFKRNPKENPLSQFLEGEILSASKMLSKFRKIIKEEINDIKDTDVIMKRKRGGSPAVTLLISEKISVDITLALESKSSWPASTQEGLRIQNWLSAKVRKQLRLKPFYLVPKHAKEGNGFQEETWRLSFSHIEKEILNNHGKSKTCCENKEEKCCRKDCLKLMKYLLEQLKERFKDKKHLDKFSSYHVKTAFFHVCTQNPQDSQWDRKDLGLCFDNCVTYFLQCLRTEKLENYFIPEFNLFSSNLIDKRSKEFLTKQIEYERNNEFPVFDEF
mcGAS lum = mouse cGAS inhibition by luminescence | Q8C6L5 | actives 0.15% (n = 160,000) | recombinant cGAS, Kinase-Glo ATP depletion luminescence | inhibition, % at 12.5 µM;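 further: 0% = negative control wells and 100% = reference inhibitor with no enzyme activity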
NPYLR7 ag = activates Aedes aegypti NPYLR7 receptor; HEK293T NPYLR7/Galpha15, GCaMP6s calcium fluorescence; actives 0.15% (n = 270,000); activation, % at 10 µM; in the data active means activation above about 40%;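 further: 0% = vehicle and 100% = reference agonist at the receptor; some compounds past the cut are filed as inactive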
An asterisk follows results filed as active; / = no result given. Unless noted, no stated cut-off is given here; in the data, active means inhibition above about 40%; inactive means the rest.

SMILES	hcGAS inh	mcGAS lum	NPYLR7 ag
COC(=O)c1ccc(C2CCN(C(=O)CN3C(=O)C4SCCN4C(=O)c4ccccc43)CC2)cc1 (stereo not given)	-4	/	-1
COCCCN(Cc1csc(COc2ccc(Cl)cc2)n1)C(=O)c1cccc(OC)c1	-3	-10	-7
CC(C)CNC(=O)[C@@]1(OCc2cccc(Cl)c2)CC(OCc2cccc(Cl)c2)[C@H](O)[C@H](O)C1 (stereo not given in full)	0	-4	6
CC(=O)N(CCn1nc(C)cc1C)c1nc2ccccc2s1	-5	-12	-18
CC1Cc2ccccc2N1C(=O)C(=O)NCCc1nccn1C(F)F (stereo not given)	0	-8	2
COc1cc2c(cc1OC)S(=O)(=O)N(CC(=O)C(C)(C)C)C2=O	-8	/	-1
Cc1ccc(CCCNC(=O)c2ccccc2OC(F)F)c(C)c1	-6	-1	-2
O=C1NC(C(=O)NCc2cc3cc(F)ccc3s2)CS1 (stereo not given)	-7	/	9
O=C(CCc1nc2ccccc2c(=O)[nH]1)NCCCOc1ccccc1	-2	-3	1
COc1ccc(CC2=NOC(CNC(=O)c3csc(Cc4ccccc4)n3)C2)cc1 (stereo not given)	1	-1	-2
CNC(=O)c1ccc(CN(C(=O)c2ccc(S(C)(=O)=O)cc2)C2CC2)cc1	-8	/	2
COc1ccc(C(N)=O)cc1-c1ccc(-n2cccn2)cc1	-6	/	12
COc1cccc(CNC(=O)c2c(C)noc2-c2ccccc2OC)c1	-1	-5	0
CCN1CCN(C(=O)c2cc3c(=O)n4cccc(C)c4nc3n2C)CC1	-3	/	6
C=Cc1ccc(CN2C(=O)C(C)ON=C2c2ccco2)cc1 (stereo not given)	-2	/	0
Cc1occc1-c1nnc(SC(C)C(=O)N(Cc2ccccc2)Cc2ccccc2)n1C (stereo not given)	0	-8	-1
C=Cc1ccc(CSc2n[nH]c(=O)c3cc(-c4ccco4)nn23)cc1	-1	-5	/
C=C(C)CN(C)Cc1ccc(C(=O)Nc2ncccc2C)cc1	-6	-12	16
COc1cccc(C2CCN(c3ncnc4c3CCNC4)C2)c1OC (stereo not given)	-5	/	12
O=C(NCc1ccccc1Cl)c1cc(-c2ccc(F)cc2)nc2ccccc12	7	4	-19
CC(NC(=O)C(Cc1ccccc1)NC(=O)c1ccc(Cl)cc1)C1CCCO1 (stereo not given)	-6	/	11
CCCOCC1CCN(C2CCN(c3nc(C)cc(C)n3)CC2)C1 (stereo not given)	-15	-6	/
N#Cc1cnc(Nc2ccc(O)c(CN3CCOCC3)c2)c(Cl)c1	-5	/	1
COc1cccc(NC(=O)Nc2ccc(N3CCC(Cc4ccccc4)CC3)c(C(=O)NCCN3CCOCC3)c2)c1	-10	-5	/
C#CCOCC(O)CN(CCOC)Cc1cccc(OC)c1 (stereo not given)	-1	-3	16

Given as labelled records: 4 of the compounds above
COc1cc2c(cc1OC)S(=O)(=O)N(CC(=O)C(C)(C)C)C2=O
  hcGAS inh = -8
  mcGAS lum = /
  NPYLR7 ag = -1
Cc1ccc(CCCNC(=O)c2ccccc2OC(F)F)c(C)c1
  hcGAS inh = -6
  mcGAS lum = -1
  NPYLR7 ag = -2
O=C1NC(C(=O)NCc2cc3cc(F)ccc3s2)CS1 (stereo not given)
  hcGAS inh = -7
  mcGAS lum = /
  NPYLR7 ag = 9
O=C(CCc1nc2ccccc2c(=O)[nH]1)NCCCOc1ccccc1
  hcGAS inh = -2
  mcGAS lum = -3
  NPYLR7 ag = 1

Compound profiles (already shown).
CC(=O)N(CCn1nc(C)cc1C)c1nc2ccccc2s1 is entered as hcGAS inh: -5; mcGAS lum: -12; NPYLR7 ag: -18
CNC(=O)c1ccc(CN(C(=O)c2ccc(S(C)(=O)=O)cc2)C2CC2)cc1 is entered as hcGAS inh: -8; mcGAS lum: /; NPYLR7 ag: 2

The main list resumes, starting three compounds before the break.
SMILES	hcGAS inh	mcGAS lum	NPYLR7 ag
N#Cc1cnc(Nc2ccc(O)c(CN3CCOCC3)c2)c(Cl)c1	-5	/	1
COc1cccc(NC(=O)Nc2ccc(N3CCC(Cc4ccccc4)CC3)c(C(=O)NCCN3CCOCC3)c2)c1	-10	-5	/
C#CCOCC(O)CN(CCOC)Cc1cccc(OC)c1 (stereo not given)	-1	-3	16
O=S(=O)(c1ccc2c(c1)nc(SCc1c(F)ccc(F)c1Cl)n2CC1CCCO1)N1CCOCC1 (stereo not given)	-8	-6	-8
COC(=O)c1ccc2oc(=O)n(C3CCN(C(=O)c4ccno4)CC3)c2c1	0	-5	-9
COc1ccc(CNC(=O)c2c(C)noc2-c2ccncc2)cc1	-2	-6	-1
Cc1cccc(N/C=C/C(=O)C(F)(F)F)c1	-8	/	5
Cc1nn(-c2ccc(F)cc2)c2nc(Cc3ccccc3)nc(N3CCCN(C(=O)CSc4ccccc4)CC3)c12	-4	-10	-6
Cc1n[nH]c(=O)n1-c1cccc(C(=O)O)c1	-1	-13	15
CS(=O)(=O)c1cccc(C(=O)Nc2ccc3c(c2)Cc2ccccc2-3)c1	-5	-8	12
CC(OC(=O)c1cc2ccccc2o1)C(=O)N(C)C1CCCCC1 (stereo not given)	4	/	-1
Cc1cc(C)n2nc(C(=O)NC3CCCN(C4Cc5ccccc5C4)C3)cc2n1 (stereo not given)	-2	-6	4
CCOc1ccc2ccccc2c1C(=O)NCc1nnnn1-c1ccc(C)cc1	4	-1	-6
CCn1cc(C(CC(=O)O)c2cccc(C)c2)c2ccccc21 (stereo not given)	-2	/	-1
NC(=O)CCN(C(=O)c1ccc(F)cc1F)c1ccc(F)cc1	-7	/	3
COC(=O)c1ccc(NC(=O)c2ccc(S(=O)(=O)N3CCCCC3C)cc2)s1 (stereo not given)	-1	/	18
COc1ccc2oc(=O)c(C(=O)N3CCN(c4ccccc4F)CC3)cc2c1	-3	-8	14
Cc1ccc2oc(C(=O)N(C)Cc3cccc4cnccc34)c(C)c2c1	-7	/	6
COCCNC(=O)CCC1CCN(Cc2c(F)cccc2Cl)CC1	-1	/	11
COCCNCc1c(-c2ccccc2)noc1N(C)C1CCCCC1	-3	/	2
COc1ccc(S(=O)(=O)N(Cc2ccc(OC)c(OCc3nc(CO)cs3)c2)C(C)C)cc1	-4	-3	18
CCOC(=O)c1cccnc1N1CCN(Cc2cncnc2)CC1	-4	-18	7
Cc1ccc(C)c(C2=NN(C(=O)CN3CCc4ccccc4C3)C(c3ccc4c(c3)OCO4)C2)c1 (stereo not given)	-4	-5	3
CCCCN(CC(=O)N(CCc1ccc(OC)c(OC)c1)Cc1ccc(C)s1)C(=O)c1ccc(Br)cc1	-7	-5	18
CCCC1=NN(C(C)=O)C(C(=O)NC(C)CCCC(C)(C)O)O1 (stereo not given)	-13	/	10
COc1cn(CC(=O)NCc2ccccc2Cl)c(CO)cc1=O	3	-1	5
COc1c(C)cc(C(=O)C2CCCN(Cc3cnc(SC)nc3)C2)cc1C (stereo not given)	-2	/	-7
CN(Cc1nc(-c2ccccn2)no1)CC1(c2ccccc2)CC1(C)C (stereo not given)	-9	/	8

Next part.
SMILES	hcGAS inh	mcGAS lum	NPYLR7 ag
COc1ccc2cc(-c3[nH]ncc3CN3CCC(c4ccncc4)CC3)ccc2c1	-8	/	0
C=C(C)COc1ccc(C(=O)N2CC[C@H](O)C[C@@H]2C(=O)O)cc1	-4	-12	16
Cc1cnccc1N1CCCN(C(=O)c2cnn3ccn(C)c23)CC1	-5	-15	4
COc1ccc(NC(=O)c2cc(-c3ccc(Br)cc3)nc3ccccc23)cc1	-1	0	-8
COc1ccc(OCc2nc(C(=O)N3CCC3c3ccc(F)cc3)co2)cc1 (stereo not given)	-6	-17	1
CC(=O)NC1(C(=O)N2CCN(C3CCCC3O)CC2)CCCCC1 (stereo not given)	-8	/	-9
OC(CNCCc1ccc(Cl)cc1)COCc1ccco1 (stereo not given)	-3	-5	-1
CN(/N=C\c1ccccc1)c1nc(-c2cc3c(ccc4ccccc43)oc2=O)cs1	0	-3	0
c1cc2n(c1)CCNC2	-3	-7	-3
O=C(Nc1ncc(Br)s1)C1CCC(CNc2c(N3CCCC3)c(=O)c2=O)CC1 (stereo not given)	-9	-2	4
O=C(C1C[C@H]1c1ccccc1)N1CCN(c2nccc(-c3ccc(Oc4ccccc4)cc3)n2)CC1 (stereo not given in full)	-2	-6	29
COCCCN(CC(=O)N(Cc1ccc(F)cc1)Cc1cccs1)C(=O)Cc1ccccc1	0	-3	-3
COc1ccc(C2=C/C(=C3\c4ccccc4-c4ncccc43)C(=O)O2)c(OC)c1	-9	/	14
Cc1cccc(NC(=O)CSc2ccc3nnc(CCNC(=O)c4ccccc4)n3n2)c1	-5	-6	8
CCOc1cccc(/C=C(/C#N)c2nc(C)cs2)c1OC(F)F	-16	/	8
O=S(=O)(O)Oc1ccc(C(c2ccc(OS(=O)(=O)O)cc2)c2ccccn2)cc1	-9	-11	5
CCCn1c(SCC(=O)Nc2ccc(S(=O)(=O)N3CCCC3)cc2)n[nH]c1=O	-1	/	2
Clc1ccc2c(c1)nc(N1CCN(Cc3cccnc3)CC1)n1c(-c3cccs3)nnc21	-2	-4	/
CCOCCCN(CC(=O)N(Cc1ccccc1)Cc1cccn1Cc1ccc(F)cc1)C(=O)c1cccs1	-4	-6	/
CNC(=O)[C@H]1C[C@]2(CCCCN(CCOC)C2=O)N(C(=O)NC2CCCC2)[C@H]1c1ccccc1	-4	-5	7
CN=c1scc(-c2ccc(OC(F)F)cc2)n1N=Cc1ccc(O)cc1	-5	/	16
C#CCNC(=O)C(C)Nc1ccc2c(c1)CCC(=O)N2 (stereo not given)	-8	-14	11
COC(=O)C1=C(C(=O)OC)SC(=C2C(=S)C(C)(C)Nc3cc(C)c(C)cc32)S1	-10	/	-3
CSc1ccc(NC(=O)c2ccc(S(=O)(=O)N3CCOCC3)cc2)nn1	-6	-11	-3
COc1cccc(-c2cc(C(=O)NCC(C)C)n3nc(-c4ccccc4)cc3n2)c1	-4	-7	5

Additional results follow.
SMILES	hcGAS inh	mcGAS lum	NPYLR7 ag
CCc1nc2c(OCC(N)=O)cccn2c1N(C)C(=O)c1cccs1	-4	-5	10
CS(=O)(=O)Nc1ccccc1CNc1cc(C(F)(F)F)ccn1	-10	/	10
Cc1ccc(-c2csc3ncn(CCC(=O)Nc4nncs4)c(=O)c23)cc1	-8	/	9
CCC(=O)Nc1ccc(N(C)C)c(CN(CCN(C)C)C(=O)c2ccco2)c1	0	3	-16
CC(C)NC(=O)Cn1nc(-c2ccccc2)c2sc(N3CCCC3)nc2c1=O	-7	-7	-3
COc1ccc(-n2nnnc2CNC(=O)Nc2cccs2)cc1	-8	-7	3
CCC(=O)Nc1cccc(OCC(=O)N2CCCCC2CCO)c1 (stereo not given)	-5	-10	/
N#Cc1ccc(CN(Cc2cccn2Cc2ccc(C(F)(F)F)cc2)CC2CCCCC2)cc1	-2	-4	2
O=C(Nc1cccc(F)c1)c1cc(S(=O)(=O)N2CCOCC2)ccc1Cl	-1	-4	0
CN1C(=O)NC(c2ccccc2Cl)C2=C1CN(CCC(=O)NCc1cccc(C(F)(F)F)c1)C2=O (stereo not given)	-3	-2	-2
Cc1cc(C)c(C#N)c(SC2CC(C)OC2=O)n1 (stereo not given)	18	/	-6
Cc1cccc(CC(=O)N2CCN(c3ncnc4c3nnn4-c3ccccc3)CC2)c1	-7	-7	-2
CC(=O)Cn1c(CN2CCN(c3cccc(Cl)c3)CC2)nc2c1c(=O)n(C)c(=O)n2C	-5	-8	2
CCNC(=S)NCC1c2cc(OC)c(OC)cc2CCN1C(=O)NC(C)(C)C (stereo not given)	-6	-2	8
Cc1ccc(CN2C(=O)C(C)Sc3ccc(C#N)cc32)cc1 (stereo not given)	-4	/	4
O=C(NCCCc1ccccc1)c1ccc(-c2ccc(Oc3ccccc3)cc2)s1	-10	-9	3
Cc1cccn2c(=O)c(C(=O)NCCC(C)C)c(O)nc12	-9	-8	0
COc1ccccc1CCC(=O)N1CCCC(CO)(Cc2ccccc2)C1 (stereo not given)	-2	-4	4
CC(=O)N1CCN(c2ncccc2CNC(=O)c2ccccc2-n2cccn2)CC1	-10	/	6
COC(=O)C1C2C=CC3(CN(CC(C)C)C(=O)C13)O2 (stereo not given)	-3	/	6
O=C(NC1CCOC1)c1cccc(OC2CCN(C(=O)C3CC3)CC2)c1 (stereo not given)	-2	/	4
Cc1ccccc1C(=O)N1CCN(C(c2ccccc2)c2ccc(F)cc2)CC1 (stereo not given)	-3	-4	-4
COc1cc(NC(=O)CCC2CCCN(Cc3cccc4cnccc34)C2)cc(OC)c1 (stereo not given)	-12	/	8
COC(=O)c1ccc(N=Nc2c(-c3ccccc3)[nH]n(-c3nc(-c4ccc(OC)cc4)cs3)c2=O)cc1	25	1	0
COc1cccc(C(=O)NCC2c3cc(OC)c(OC)cc3CCN2C(=O)Nc2ccccc2F)c1 (stereo not given)	-4	-5	1
O=C(Cn1cccn1)N1CCOC(CCCc2ccccc2)C1 (stereo not given)	-8	/	5
C=CCc1cccc2cc(C(=O)Nc3cccc(C(=O)O)c3)c(=O)oc12	6	3	-20
COc1ccccc1C1C(C#N)=C(SCC(N)=O)NC(=O)C1C#N (stereo not given)	-6	/	10
COc1ccc(-c2nnc(NC(=O)C(Cc3ccccc3)NC(=O)C34CC5CC(CC(C5)C3)C4)s2)cc1 (stereo not given)	-6	-7	15
COc1ccc(Nc2cc(C)nc(Nc3ccc(NC(=O)C(C)C)cc3)n2)cc1	5	/	7

An excerpt from above with just hcGAS inh:
SMILES	hcGAS inh
COc1cccc(C(=O)NCC2c3cc(OC)c(OC)cc3CCN2C(=O)Nc2ccccc2F)c1 (stereo not given)	-4
O=C(Cn1cccn1)N1CCOC(CCCc2ccccc2)C1 (stereo not given)	-8

Bioassay records: PubChem, Fisher Drug Discovery Resource Center
